High-throughput results as filed in PubChem BioAssay.
L3MBTL1 block = qHTS Assay for the Inhibitors of L3MBTL1; Lethal(3)malignant brain tumor-like protein 1 (Homo sapiens), Q9Y468; AlphaScreen L3MBTL1–H3K9me1 peptide binding; Potency, µM (series often up to 57.1 µM), for the others: at the highest dose activity, negative = inhibition, hits mostly inhibitors; 230,000 tested, 0.66% active; AID 485360, 2010; active means well fitted inhibition curve with a large enough effect; inconclusive means small, poorly fitted or top-dose-only effect; inactive means no such curve, though single readings can be large or run the other way; further: nearly all actives have a fitted effect of over 60% in size
Target sequence (Q9Y468 whole entry, looked up): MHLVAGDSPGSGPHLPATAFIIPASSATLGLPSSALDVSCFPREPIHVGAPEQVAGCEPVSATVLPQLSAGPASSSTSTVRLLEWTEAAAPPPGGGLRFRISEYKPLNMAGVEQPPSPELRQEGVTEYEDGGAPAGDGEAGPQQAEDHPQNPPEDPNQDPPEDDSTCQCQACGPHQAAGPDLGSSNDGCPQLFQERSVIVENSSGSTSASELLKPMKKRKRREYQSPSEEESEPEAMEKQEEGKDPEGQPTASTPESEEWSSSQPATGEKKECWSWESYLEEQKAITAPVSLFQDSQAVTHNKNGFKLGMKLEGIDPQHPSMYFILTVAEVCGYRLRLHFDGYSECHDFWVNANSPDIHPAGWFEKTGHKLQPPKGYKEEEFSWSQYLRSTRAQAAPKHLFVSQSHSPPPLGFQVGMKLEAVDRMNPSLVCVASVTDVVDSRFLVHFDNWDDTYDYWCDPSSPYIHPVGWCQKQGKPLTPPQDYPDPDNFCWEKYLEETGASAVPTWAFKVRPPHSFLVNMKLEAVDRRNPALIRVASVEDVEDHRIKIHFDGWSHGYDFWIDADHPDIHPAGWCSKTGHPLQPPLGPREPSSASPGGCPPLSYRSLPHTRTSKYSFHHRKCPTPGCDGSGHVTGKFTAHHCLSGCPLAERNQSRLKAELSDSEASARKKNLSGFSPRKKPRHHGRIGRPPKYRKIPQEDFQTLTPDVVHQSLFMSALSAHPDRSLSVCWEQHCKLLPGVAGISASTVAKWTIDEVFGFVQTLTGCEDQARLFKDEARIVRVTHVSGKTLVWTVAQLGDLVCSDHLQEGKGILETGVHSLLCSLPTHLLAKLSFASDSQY
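Displacement of a biotinylated histone H3(1-15) peptide monomethylated at Lys9 (75 nM) from L3MBTL1 (50 nM) was measured by AlphaScreen after a 30 min room-temperature compound incubation; cefsulodin titration served as intraplate control.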
Numbers without * were called inactive; [ ] = remark or other dose. On the % scale 0 is the no-effect control and ±100 the full control effect; potency means the concentration at half of the fitted maximal effect.

The opening 3 records (preview)
C=C1C2C[C@@]3([C@@H]1O)[C@@H](C[C@@H]2O)[C@@]12C4[C@@H]3C[C@@H]1[C@@](C)(CC[C@@H]2O)CN4CC was read as L3MBTL1 block 1%.
COC(=O)C1=C(c2ccc(-c3ccccc3)c(F)c2)C[C@@H]2CC[C@H]1N2C(=O)N1CCCCC1 was read as L3MBTL1 block -4%.
Screening COC(=O)C1=C(c2ccc(-c3ccccc3)c(F)c2)C[C@@H]2CC[C@H]1N2C(=O)NCc1cc(C)oc1C(F)(F)F returned L3MBTL1 block 0%.

Results, previewed entries included:
C=C1C2C[C@@]3([C@@H]1O)[C@@H](C[C@@H]2O)[C@@]12C4[C@@H]3C[C@@H]1[C@@](C)(CC[C@@H]2O)CN4CC was read as L3MBTL1 block 1%.
COC(=O)C1=C(c2ccc(-c3ccccc3)c(F)c2)C[C@@H]2CC[C@H]1N2C(=O)N1CCCCC1 was read as L3MBTL1 block -4%.
Screening COC(=O)C1=C(c2ccc(-c3ccccc3)c(F)c2)C[C@@H]2CC[C@H]1N2C(=O)NCc1cc(C)oc1C(F)(F)F returned L3MBTL1 block 0%.
CCc1ccc(OCC(=O)N2CCN(CC(=O)Nc3ccccc3Cl)CC2)cc1 was read as L3MBTL1 block -5%.
For C=C(C=O)CC1CC(O)[C@]2(C)OC3C[C@@H]4OC5C[C@]6(C)O[C@]7(C)CCC8OC9C[C@]%10(C)OC(/C(C)=C\CO)C(O)CC%10OC9CC(C)C8OC7CC6O[C@]5(C)C/C=C\C4OC3CC2O1 (some centres not stated) the results were L3MBTL1 block -3%.
`Cc1nc2cc([N+](=O)[O-])ccc2c(=O)n1-c1ccc(Br)cc1` gave L3MBTL1 block 1%.
COC(=O)C1=C(c2ccccc2OCc2ccccc2)C[C@@H]2CC[C@H]1N2C(=O)NCc1ccc(Br)cc1 was read as L3MBTL1 block -2%.
Cc1ccc(-c2cc(-c3ccccc3)cc(-c3ccccc3)[n+]2-c2ccccc2C(=O)O)cc1 was read as L3MBTL1 block 5%.
`COC(=O)C1=C(c2ccc3ccccc3c2)C[C@@H]2CC[C@H]1N2C(=O)NCc1ccco1` gave L3MBTL1 block -25%.
Screening COC(=O)C1=C(c2c(C)noc2C)C[C@@H]2CC[C@H]1N2C(=O)NC(C)C returned L3MBTL1 block 10%.
For Cc1nn(-c2ccccc2)c(C)c1NC(=O)COC(=O)Cc1ccccc1 the results were L3MBTL1 block 7%.
For COC(=O)C1=C(c2cc3ccccc3o2)C[C@@H]2CC[C@H]1N2C the results were L3MBTL1 block 1%.

Structural class: those above containing bromine
`Cc1nc2cc([N+](=O)[O-])ccc2c(=O)n1-c1ccc(Br)cc1` gave L3MBTL1 block 1%.
COC(=O)C1=C(c2ccccc2OCc2ccccc2)C[C@@H]2CC[C@H]1N2C(=O)NCc1ccc(Br)cc1 was read as L3MBTL1 block -2%.

Later entries.
Screening C[C@]1(O)CCC2C3CC[C@H]4C[C@@H](OC(=O)CNC(=O)CN)CC[C@]4(C)C3CC[C@@]21C (some centres not stated) returned L3MBTL1 block 10%.
Screening CC(C)(O)/C=C/C(=O)[C@](C)(O)C1[C@H](O)C[C@@]2(C)C3CC=C4C(C[C@H](O)[C@@H](O)C4(C)C)[C@]3(C)C(=O)C[C@]12C (some centres not stated) returned L3MBTL1 block -2%.
COC(=O)C1=C(c2ccccc2OCc2ccccc2)C[C@@H]2CC[C@H]1N2C(=O)NCc1ccc(N(C)C)cc1 was read as L3MBTL1 block inconclusive.
Screening COc1ccc(-n2c(/C=C/c3ccc(O)c(OC)c3)nc3ccccc3c2=O)cc1 returned L3MBTL1 block 7%.
COC(=O)C1=C(c2cccc(C#N)c2)C[C@@H]2CC[C@H]1N2C(=O)NCCCOC(C)C was read as L3MBTL1 block 1%.
COC(=O)C1=C(c2ccc(F)cc2F)C[C@@H]2CC[C@H]1N2C was read as L3MBTL1 block 6%.
For COc1ccc(Cc2c(O)[nH]c(=S)[nH]c2=O)cc1 the results were L3MBTL1 block 11%.
COC(=O)C1=C(c2ccc(-c3ccccc3)c(F)c2)C[C@@H]2CC[C@H]1N2C(=O)NC1Cc2ccccc2C1 was read as L3MBTL1 block -6%.
`COC(=O)C1=C(c2ccc(OCc3ccccc3)cc2)C[C@@H]2CC[C@H]1N2C(=O)NCc1ccccc1` gave L3MBTL1 block -1%.
CC(OC(=O)c1cn(C)c2ccccc12)C(=O)N1CCCC1 (configuration not stated) was read as L3MBTL1 block 30%[activator].
`C[C@]12CCC3C(CC[C@H]4C[C@H](O)CC[C@]34C)C1CC(=O)[C@@H]2O` (some centres not stated) gave L3MBTL1 block 1%.
`COC(=O)C1=C(c2ccc(C(C)=O)cc2)C[C@@H]2CC[C@H]1N2C(=O)NC1CC1` gave L3MBTL1 block 4%.

Quoted at random: 4 compounds from above
Screening C[C@]1(O)CCC2C3CC[C@H]4C[C@@H](OC(=O)CNC(=O)CN)CC[C@]4(C)C3CC[C@@]21C (some centres not stated) returned L3MBTL1 block 10%.
COC(=O)C1=C(c2ccccc2OCc2ccccc2)C[C@@H]2CC[C@H]1N2C(=O)NCc1ccc(N(C)C)cc1 was read as L3MBTL1 block inconclusive.
`COC(=O)C1=C(c2ccc(OCc3ccccc3)cc2)C[C@@H]2CC[C@H]1N2C(=O)NCc1ccccc1` gave L3MBTL1 block -1%.
`COC(=O)C1=C(c2ccc(C(C)=O)cc2)C[C@@H]2CC[C@H]1N2C(=O)NC1CC1` gave L3MBTL1 block 4%.

Other entries
For CC(C)[C@H]1CC2C3CC=C4C[C@@H](O)CC[C@]4(C)C3CC[C@]2(C)[C@H]1O (some centres not stated) the results were L3MBTL1 block -7%.
For COC(=O)C1=C(c2ccc(Cl)c(C(F)(F)F)c2)C[C@@H]2CC[C@H]1N2C(=O)N1CCC(O)(c2ccc(Cl)cc2)CC1 the results were L3MBTL1 block 0%.
`COc1cccc(OC)c1C(=O)NC(=S)N1C[C@H]2C[C@H](C1)c1cccc(=O)n1C2` gave L3MBTL1 block 1%.
For COc1cc2c(cc1OC)C1[C@H]3C(=CC[C@H]1OC2O)CCN3C (some centres not stated) the results were L3MBTL1 block -5%.
`Cc1ccccc1NC(=O)Cc1nc(COC(=O)Cc2ccccc2)cs1` gave L3MBTL1 block 4%.
COC(=O)c1ccc(NC(=O)NC(=O)Oc2ccccc2)cc1 was read as L3MBTL1 block 1%.
For COC(=O)C1=C(c2ccc(C(C)=O)cc2)C[C@@H]2CC[C@H]1N2C(=O)NCCOc1ccccc1Cl the results were L3MBTL1 block -3%.
`Cc1ccc(-c2cc(-c3ccc(C)cc3)[n+](-c3ccc(C(=O)[O-])cc3)c(-c3ccc(C)cc3)c2)cc1` gave L3MBTL1 block 6%.
Screening COC(=O)C1=C(c2ccc(Cl)c(C(F)(F)F)c2)C[C@@H]2CC[C@H]1N2C(=O)NC1CC1 returned L3MBTL1 block 1%.
`COC(=O)C1=C(c2ccc(OC)c(OC)c2)C[C@@H]2CC[C@H]1N2C(=O)NCc1ccco1` gave L3MBTL1 block 3%.
For C/C=C1\NC(=O)[C@@H](NC(=O)[C@H](CCc2ccc(O)cc2)NC(=O)[C@H](C)NC(=O)[C@H](O)CO)[C@@H](C)OC(=O)[C@H](C(C)C)NC(=O)[C@H](Cc2ccc(O)cc2)N(C)C(=O)[C@H](Cc2ccccc2)N2C(=O)C(CC[C@H]2O)NC1=O (some centres not stated) the results were L3MBTL1 block 2%.
`C[C@]12CC[C@@H](O)CC1=CC(=O)C1C2CC[C@]2(C)C(=O)CCC12` (some centres not stated) gave L3MBTL1 block 1%.
`COC(=O)C1=C(c2cccc(OCc3ccccc3)c2)C[C@@H]2CC[C@H]1N2C(=O)NCc1ccc(OC)c(OC)c1` gave L3MBTL1 block -7%.
COC(=O)C1=C(c2ccc(F)cc2OCc2ccccc2)C[C@@H]2CC[C@H]1N2C(=O)NCc1ccc(C(F)(F)F)cc1 was read as L3MBTL1 block -1%.
COC(=O)C1=C(c2ccc(-c3ccccc3)c(F)c2)C[C@@H]2CC[C@H]1N2C(=O)NCCOc1ccccc1 was read as L3MBTL1 block -8%.
`Cn1cc(C(=O)OCC(=O)Nc2ccccc2Cl)c2ccccc21` gave L3MBTL1 block 12%.
COC(=O)C1=C(c2ccc(F)cc2OCc2ccccc2)C[C@@H]2CC[C@H]1N2C(=O)NCCCc1ccccc1 was read as L3MBTL1 block -10%.
`Cc1cccc(CCNCc2cc3cc(C)cc(C)c3[nH]c2=O)c1` gave L3MBTL1 block 4%.
CN1[C@H]2CC[C@@H]1C(C(=O)N1CCOCC1)=C(O)C2 was read as L3MBTL1 block 0%.
For COC(=O)C1=C(c2ccc(Cl)c(C(F)(F)F)c2)C[C@@H]2CC[C@H]1N2C(=O)NC1CCCCC1 the results were L3MBTL1 block 38%[activator].
Screening CC(OC(=O)c1cn(C)c2ccccc12)C(=O)N(C)c1ccccc1 (configuration not stated) returned L3MBTL1 block -10%.
Screening COc1cc2c3c(c1OC)Oc1ccc(cc1)C[C@H]1c4c(cc(OC)c(OC)c4Oc4ccc(cc4)C[C@@H]3N(C)CC2)CCN1C returned L3MBTL1 block -8%.
For C[C@]12CCC3C(CC[C@H]4C[C@H](O)CC[C@]34C)C1C[C@@H](O)[C@@H]2O (some centres not stated) the results were L3MBTL1 block -1%.
COC(=O)C1=C(c2ccc(OCc3ccccc3)cc2)C[C@@H]2CC[C@H]1N2C(=O)NCc1ccc(OC)c(OC)c1 was read as L3MBTL1 block -4%.
COc1cccc(CC(=O)N(C)C2CCCN(Cc3ccccc3F)C2)c1 (configuration not stated) was read as L3MBTL1 block -6%.
For Cc1cc(C(=O)OCC(=O)Nc2ccc(F)cc2F)c(C)n1C1CC1 the results were L3MBTL1 block -3%.
For COC(=O)C1=C(c2ccc(-c3ccccc3)c(F)c2)C[C@@H]2CC[C@H]1N2C(=O)NCCOc1ccc(OC)cc1 the results were L3MBTL1 block -7%.
Screening COC(=O)C1=C(c2ccc(F)cc2OCc2ccccc2)C[C@@H]2CC[C@H]1N2C(=O)NCc1ccccc1OC returned L3MBTL1 block -8%.
For COC(=O)C1=C(c2cccc(OCc3ccccc3)c2)C[C@@H]2CC[C@H]1N2C(=O)NCc1ccc(C(C)(C)C)cc1 the results were L3MBTL1 block -7%.
For Cc1ccc(NC(=O)c2ccc(C)c(S(=O)(=O)N3CCCCC3)c2)nc1 the results were L3MBTL1 block -2%.
`C[C@]12CCC3C(CC[C@H]4C[C@@H](O)CC[C@]34C)C1C[C@@H](O)[C@H]2O` (some centres not stated) gave L3MBTL1 block 2%.
For COC(=O)C1=C(c2ccc(C(C)=O)cc2)C[C@@H]2CC[C@H]1N2C(=O)NCc1ccc2c(c1)OCO2 the results were L3MBTL1 block -3%.
`COC(=O)C1=C(c2cccc(OCc3ccccc3)c2)C[C@@H]2CC[C@H]1N2C(=O)NNCc1ccccc1` gave L3MBTL1 block -10%.
Screening COc1ccc(CCNCc2ccsc2)cc1OC returned L3MBTL1 block 11%.
For C[C@]12CC[C@H](O)C[C@H]1CC[C@@H]1[C@@H]2CC[C@]2(C)C(=O)CC[C@@H]12 the results were L3MBTL1 block -8%.
For O=c1[nH]c(Cl)ccc1CN1CCOCC1 the results were L3MBTL1 block -4%.
Screening CO[C@@H]1C=CC23c4cc5c(cc4CO[C@]2(O)CN(C)[C@H]3C1)OCO5 (some centres not stated) returned L3MBTL1 block 41%.
Screening C=CC[C@@H](CC/C=C/C=C/CC/C=C\[C@@H]1CSC([C@@H]2C[C@@H]2C)=N1)OC returned L3MBTL1 block 1%.
Screening COc1ccc(OC)c(CC(=O)N(C)C2CCCN(Cc3ccccc3F)C2)c1 (configuration not stated) returned L3MBTL1 block 10%.
`COC(=O)C1=C(c2ccc(-c3ccccc3)c(F)c2)C[C@@H]2CC[C@H]1N2C(=O)NCCCOC(C)C` gave L3MBTL1 block 2%.
For COC(=O)C1=C(c2ccc(F)cc2OCc2ccccc2)C[C@@H]2CC[C@H]1N2C(=O)NCc1cccc(C(F)(F)F)c1 the results were L3MBTL1 block -4%.
COC(=O)C1=C(c2ccc(OC)c(OC)c2)C[C@@H]2CC[C@H]1N2C(=O)NCCNC(C)=O was read as L3MBTL1 block -4%.
COC(=O)C1=C(c2ccc(-c3ccccc3)c(F)c2)C[C@@H]2CC[C@H]1N2C(=O)NCCc1ccccc1 was read as L3MBTL1 block -2%.
`CCc1ccccc1NC(=O)CN1CCN(C(=O)COc2ccccc2C#N)CC1` gave L3MBTL1 block -12%.
COc1ccc(-[n+]2c(-c3ccccc3)cc(-c3ccccc3)cc2-c2ccccc2)cc1 was read as L3MBTL1 block -10%.
Cc1ccc(-c2cc(-c3ccccc3)cc(-c3ccccc3)[n+]2-c2ccccc2)cc1 was read as L3MBTL1 block 4%.
For COC(=O)C1=C(c2ccc(F)cc2F)C[C@@H]2CC[C@H]1N2C(=O)NCC1CC1 the results were L3MBTL1 block 3%.
For COC(=O)C1=C(c2ccccc2OCc2ccccc2)C[C@@H]2CC[C@H]1N2C(=O)NCc1cccc(C(F)(F)F)c1 the results were L3MBTL1 block -6%.
For C[Se]C[C@@H](N)C(=O)O the results were L3MBTL1 block 0%.
`COc1ccc(CN2CCCC(C(=O)c3cccc(Cl)c3)C2)cc1` (configuration not stated) gave L3MBTL1 block 0%.
COC(=O)C1=C(c2ccc(F)cc2F)C[C@@H]2CC[C@H]1N2C(=O)NC1CCCCC1 was read as L3MBTL1 block 8%.
C[C@]12CCC3C(CC[C@H]4C[C@@H](O)CC[C@]34C)C1C[C@@H](N)[C@@H]2O (some centres not stated) was read as L3MBTL1 block 1%.
For CCN(CC)C(=O)c1ccc(NC(=O)c2ccc3c(c2)NC(=O)CS3)cc1 the results were L3MBTL1 block 3%.
Screening CCOP(=O)(Cc1ccccc1)OCC returned L3MBTL1 block -1%.

This is a subset; count on the stated rates, not on these rows.
